Compound activity as filed in PubChem.
CHRM1 PAM: human M1 muscarinic receptor positive allosteric modulators, primary screen, CHO-K1 cells, Fluo-8 calcium fluorescence, 1536-well; AID 588819, 2011; CHO-K1 hM1, ACh EC20; 0% = ACh EC20, 100% = maximal ACh; actives 0.088% (n = 360,000); activation, % at 3 µM; Muscarinic acetylcholine receptor M1 (Homo sapiens), P11229; in the data active means activation above about 19%, passing the limit was not always enough
Target sequence (P11229 whole entry, looked up): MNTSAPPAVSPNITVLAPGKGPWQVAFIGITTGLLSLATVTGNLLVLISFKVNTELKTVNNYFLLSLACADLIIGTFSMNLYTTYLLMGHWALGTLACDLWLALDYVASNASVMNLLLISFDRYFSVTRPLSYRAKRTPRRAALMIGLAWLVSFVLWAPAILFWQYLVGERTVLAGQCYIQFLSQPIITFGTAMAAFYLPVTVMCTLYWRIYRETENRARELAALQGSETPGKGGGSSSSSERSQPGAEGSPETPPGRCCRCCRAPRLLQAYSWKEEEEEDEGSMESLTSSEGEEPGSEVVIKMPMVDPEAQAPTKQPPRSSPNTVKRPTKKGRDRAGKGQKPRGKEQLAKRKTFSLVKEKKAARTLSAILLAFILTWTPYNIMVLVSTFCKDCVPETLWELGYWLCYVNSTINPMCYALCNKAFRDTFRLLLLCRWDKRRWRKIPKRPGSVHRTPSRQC
CHRM5 antagonist: human M5 muscarinic receptor antagonists, primary screen, CHO cells, Fluo-8 calcium fluorescence | inhibition, % at 3 µM | actives 0.59% (n = 360,000) | CHO-hM5 cells, ACh EC80 | Muscarinic acetylcholine receptor M5 (Homo sapiens), P08912 | AID 624040, 2012;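 active means inhibition above a per-plate cutoff, the mean of that plate's test compounds plus 3 SD, cut at about 27% in these data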;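 further: 0% = acetylcholine EC80 with DMSO and 100% = DMSO without agonist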
CHRM4 PAM: human M4 muscarinic receptor positive allosteric modulators, primary screen, CHO-K1 cells, Fluo-8 calcium fluorescence; Muscarinic acetylcholine receptor M4 (Homo sapiens), P08173; CHO-K1 hM4/Gqi5, ACh EC20; 0% = ACh EC20, 100% = maximal ACh; activation, % at 3 µM; actives 0.4% (n = 360,000); AID 624126, 2012;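 active means activation above its plate's cutoff, the mean activation of sample wells plus 3 SD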; further: some results filed as inactive read as strong as hits
Target sequence (P08173 whole entry, looked up): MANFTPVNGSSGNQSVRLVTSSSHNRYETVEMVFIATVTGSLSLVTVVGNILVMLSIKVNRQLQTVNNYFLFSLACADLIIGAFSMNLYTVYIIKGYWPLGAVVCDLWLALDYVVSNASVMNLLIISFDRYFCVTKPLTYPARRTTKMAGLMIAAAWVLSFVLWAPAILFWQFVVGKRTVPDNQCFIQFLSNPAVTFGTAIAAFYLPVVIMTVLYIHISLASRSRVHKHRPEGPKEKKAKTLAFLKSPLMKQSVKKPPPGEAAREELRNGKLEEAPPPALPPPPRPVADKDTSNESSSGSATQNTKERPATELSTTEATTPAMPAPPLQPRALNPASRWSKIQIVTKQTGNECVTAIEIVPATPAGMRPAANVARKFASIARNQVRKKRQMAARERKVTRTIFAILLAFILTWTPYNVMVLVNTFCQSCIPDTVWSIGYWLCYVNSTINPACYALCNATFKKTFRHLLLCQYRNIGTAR
M5 ag: human M5 muscarinic receptor agonists, primary screen, CHO-K1 cells, Fluo-8 calcium fluorescence; CHO-K1 hM5 cells; 0% DMSO wells, 100% maximal acetylcholine response; Muscarinic acetylcholine receptor M5 (Homo sapiens), P08912; actives 0.19% (n = 360,000); AID 624037, 2012; activation, % at 3 µM;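 active means activation above the run's mean over test compounds plus 3 SD, cut at about 23% in these data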;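 further: signal is peak over basal fluorescence ratio across the kinetic read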
CRFBP-R2 agonist: agonists of CRF-BP/CRF-R2 complex, primary screen, cell-based, HEK293, calcium dye fluorescence, uHTS; CRF-binding protein / CRF receptor 2 complex (human); calcium dye fluorescence (FLIPR); percent of saturating CRF peptide response; activation, % at 13.2 µM; actives 0.46% (n = 350,000);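 active means activation of at least 50%, plus an integration ratio under a set limit after plate pattern correction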;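 further: plate controls were neutral control wells without compound for no effect and CRF at EC100 for full effect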
CHRM4 antagonist: human M4 muscarinic receptor antagonists, primary screen, CHO cells, Fluo-8 calcium fluorescence | Muscarinic acetylcholine receptor M4 (Homo sapiens), P08173 | CHO-hM4 cells, ACh EC80 | inhibition, % at 3 µM | actives 0.73% (n = 360,000);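 active means inhibition above its plate's cutoff, the mean inhibition of sample wells plus 3 SD, cut at about 27% in these data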;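 further: 0% = acetylcholine EC80 with DMSO and 100% = DMSO without agonist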
CHRM5 PAM: human M5 muscarinic receptor positive allosteric modulators, primary screen, CHO-K1 cells, Fluo-8 calcium fluorescence. actives 0.3% (n = 360,000). activation, % at 3 µM. Muscarinic acetylcholine receptor M5 (Homo sapiens), P08912. CHO-K1 hM5, ACh EC20 PAM; 0% = ACh EC20, 100% = ACh EC100;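 active means activation above the run cutoff, the mean activation of all test compounds plus 3 SD, cut at about 18% in these data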
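System: CHO-K1 cell line with stable human muscarinic M5 receptor expression | Also added: EC20 acetylcholine as agonist stimulus | Compound: One concentration, 3 µM final (nominal) | Timing: Fluo-8 loading 80 min at 37 °C plus 30 min room temperature | Measured by: Fluo-8 calcium dye fluorescence, kinetic read | Read-out basis: % activation, ACh-normalized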
CRFBP-R2 block: antagonists of CRF-BP/CRF-R2 complex, primary screen, cell-based, HEK293, calcium dye fluorescence, uHTS; CRF-induced calcium fluorescence; inhibition, % at 11.8 µM; actives 0.59% (n = 350,000);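 active means inhibition of the ligand-induced calcium signal above about 50% at the single tested concentration, limit read from the data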
CHRM4 agonist: human M4 muscarinic receptor agonists, primary screen, CHO-K1 cells, Fluo-8 calcium fluorescence; CHO-K1 hM4/Gqi5; vehicle 0%, full acetylcholine response 100%; activation, % at 3 µM; actives 0.14% (n = 360,000); AID 624127, 2012;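 active means activation above the run mean over all test wells plus 3 SD, cut at about 32% in these data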;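 further: peak over basal fluorescence ratio per well then scaled between controls; 0% = DMSO wells and 100% = acetylcholine at EC100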
* = called active by the depositor.

Second line of a record: CRFBP-R2 agonist | CHRM4 agonist | CHRM5 PAM | CHRM5 antagonist | CRFBP-R2 block | CHRM4 PAM | CHRM1 PAM | M5 ag | CHRM4 antagonist
- CC(C)N1C(=S)SC(C)(C)C1n1oc(=O)n(-c2cccc(Cl)c2)c1=O (stereo not drawn)
    -0.9 | -1 | -4 | 7 | -2 | -6 | -1 | -1 | 3
- C(=N\Nc1nc(-c2cccnc2)nc2ccccc12)/c1ccccc1
    -0.6 | 7 | -4 | 21 | -2 | -5 | 10 | -4 | 0
- Nc1nn(S(=O)(=O)c2ccccc2)cc1-c1ccc([N+](=O)[O-])cc1
    -1.1 | 2 | -2 | 7 | 50* | -3 | 7 | 0 | 11
- Cc1ccc(CSc2nnnn2C)cc1
    1.9 | -1 | -1 | -7 | -22 | -9 | -1 | -7 | 10
- COc1ccc(SCC(=O)Nc2ccc(N3CCN(C)CC3)c(F)c2)cc1
    0.5 | 1 | 7 | 6 | -8 | 0 | 3 | -9 | 5
- Cc1cc(Cl)ccc1Nc1ncccc1C(N)=O
    -1.0 | 2 | -6 | -5 | 6 | -7 | 10 | -2 | -4
- CCCCn1c(N)c(N(CC)C(=O)c2ccc(Cl)c(Cl)c2)c(=O)[nH]c1=O
    0.4 | 0 | -8 | 28* | -2 | -4 | 6 | -3 | 3
- COc1ccc(CN2CCSc3sccc3C2=O)cc1
    1.4 | 1 | 0 | 8 | 19 | -4 | 3 | -2 | 9
- Cc1ccccc1NC(=O)COC(=O)c1cccnc1
    -3.5 | 1 | 5 | 2 | 13 | -1 | 8 | -1 | 5
- Cc1ccc(S(=O)(=O)NCc2ccncc2)cc1
    1.5 | 10 | -10 | 17 | -11 | 6 | -3 | 5 | 15
- CCc1ccc(C(=O)CCC(=O)Nc2ccc(OC)c(S(=O)(=O)N3CCCCC3)c2)cc1
    1.6 | 5 | -13 | 0 | 5 | -1 | 6 | 1 | -15
- Cc1nnc(SCC(=O)Nc2ccc3c(c2)OCO3)s1
    0.3 | 2 | 0 | 7 | 0 | 2 | 7 | -3 | 7
- OC1COC(OCc2ccccc2)C(O)C1O (stereo not drawn)
    0.3 | 1 | 3 | 6 | 4 | 7 | 16 | -2 | -11
- Cc1nc2sc(C(c3cccc(F)c3)N3CC(C)OC(C)C3)c(O)n2n1 (stereo not drawn)
    -0.3 | 1 | -1 | 0 | -4 | 2 | 2 | -3 | -3
- Cc1c(C(=O)N2CCCC2)sc(NC(=O)c2cccs2)c1C#N
    4.2 | -1 | -2 | -1 | 29 | 6 | 0 | 20 | -4
- CCn1c(C)cc(=S)c2ccccc21
    -3.2 | 1 | 17 | 7 | 27 | 4 | 10 | -6 | -1
- Cc1ccc(CN2CCN(/N=C/c3ccc(C(F)(F)F)cc3)CC2)cc1
    -0.6 | 0 | 1 | 3 | -37 | -3 | 5 | 1 | 9
- CC(=O)Nc1ccc(NC(=O)c2ccc3c(c2)CCN3S(C)(=O)=O)cc1
    0.4 | 0 | -2 | 6 | -8 | -4 | -3 | -2 | 7
- O=C(/C=C/c1ccccc1)Nn1cnc2ccccc2c1=O
    0.0 | 1 | 0 | -3 | -9 | 4 | 6 | -1 | -2
- COCCNC(=O)Cn1cnc2sc(C)c(S(=O)(=O)N3CCN(c4ccccc4OC)CC3)c2c1=O
    0.1 | 2 | 6 | -3 | -5 | 1 | 25 | 0 | -1
- CC(C)c1ccc(CNc2cc(N3CCCC3)ccc2[N+](=O)[O-])cc1
    -2.5 | 1 | 4 | -11 | 2 | 5 | -7 | 0 | -1
- Cc1ccc(-c2nnc(Sc3nc4ccccc4o3)c3ccccc23)cc1
    1.8 | -2 | -2 | 11 | 4 | 5 | 4 | 2 | 3
- CN(c1ccc(C(=O)Nc2cccc(O)c2)cc1)S(=O)(=O)c1ccccc1
    -0.9 | 10 | -3 | 5 | -16 | -4 | 1 | -4 | 1
- COc1ccc(C(C(=O)NC(C)(C)C)N(C(=O)Cn2nnc3ccccc32)c2cccc(C(C)=O)c2)cc1O (stereo not drawn)
    1.9 | 1 | 3 | 0 | 4 | 13 | 8 | -3 | -11
- COc1ccc(CNCCNC(=O)c2nonc2N)cc1OC
    5.4 | 0 | 1 | -3 | -5 | 1 | 9 | 2 | 9
- CC(C)Oc1ccc(CCC(=O)NNC(=S)NCc2ccccc2)cc1
    -1.7 | 1 | 1 | 2 | -2 | 10 | 9 | -2 | -8
- CCCN(c1ccc(C(C)C)cc1)S(=O)(=O)c1c(C)[nH]c(=O)[nH]c1=O
    -2.3 | 1 | -4 | 9 | -4 | 10 | -4 | -3 | 25
- O=C(O)c1sc(C(=O)O)c(-c2ccccc2)c1-c1ccccc1
    -0.5 | 0 | 1 | -7 | 11 | -1 | -2 | 0 | 0
- COc1cccc(N/C(N)=N/c2nc(C(F)(F)F)cc(C(F)(F)F)n2)c1
    -0.6 | 6 | -3 | 1 | 12 | -9 | -9 | -4 | -8
- CCCNC(=S)N1CCC(NC(=O)C23CC4CC(CC(C4)C2)C3)CC1
    2.0 | 1 | -4 | 5 | -6 | -5 | 4 | 0 | -5
- COc1ccccc1NS(=O)(=O)c1cccc(C(=O)OCC(=O)NC2CC2)c1
    -2.0 | 2 | -9 | 5 | 7 | 1 | 14 | -2 | -6
- CCCCNc1ccc(C(CC(N)=O)NC(=O)c2cc(C)cc(C)c2)cc1[N+](=O)[O-] (stereo not drawn)
    -1.8 | 2 | 1 | 8 | 5 | 12 | 13 | 1 | -19
- COC(=O)c1ccccc1NC(=O)COC(=O)CSCC(=O)N1CCOCC1
    -1.4 | 1 | -2 | 12 | 12 | 14 | -1 | -2 | -6
- CCc1ccc(NC(=S)N(Cc2ccc(Cl)cc2)Cc2ccc(C(=O)O)cc2)cc1
    -0.3 | 0 | -3 | -1 | 9 | -5 | 1 | -3 | -2
- CCN(CC)c1c([N+](=O)[O-])ncn1C
    0.2 | 1 | 3 | 1 | 17 | 1 | 8 | -2 | -2
- Cc1cccc(N=C2NN=C(c3ccccc3F)CS2)c1C
    0.8 | 0 | 2 | 6 | -25 | -5 | 0 | 0 | 5
- CCOC(=O)C(CC)Sc1nc2c(c(=O)[nH]c(=O)n2C)n1CCc1ccccc1 (stereo not drawn)
    -2.9 | 0 | -2 | 2 | 7 | 1 | 7 | -5 | 19
- Cn1c(=O)c2nc(SCc3ccccc3)n(C)c2n(C)c1=O
    -0.4 | 1 | -6 | 12 | 6 | 0 | 1 | -1 | -1
- Cc1ccnc(SCc2nc3ccccc3s2)n1
    -0.6 | 0 | -3 | 6 | 5 | -3 | -1 | -2 | 10
- Cc1ccc(C2=NO[C@@](CC(=O)O)(C(=O)Nc3ccc4c(c3)OCCO4)C2)cc1
    -0.5 | 1 | 2 | 0 | -9 | 2 | 11 | -2 | -6
- CCC1(C)NC(C(=O)O)Cc2c1[nH]c1ccccc21 (stereo not drawn)
    -0.4 | 0 | -2 | 12 | 8 | 1 | 9 | -2 | -3
- Cc1cccc(Oc2cc(NC(=O)Cn3cnc([N+](=O)[O-])n3)cc([N+](=O)[O-])c2)c1
    0.7 | 5 | -10 | 12 | -6 | -9 | 1 | 0 | 10
- CC(=O)NC1=NN(C(C)=O)C(C)(c2ccccn2)S1 (stereo not drawn)
    7.0 | 0 | 15 | -1 | 52* | 3 | -2 | 4 | 9
- COc1ccc(NC(=O)COC(=O)CNC(=O)c2cccs2)cc1Cl
    -0.2 | 5 | -4 | 5 | 1 | 2 | 2 | 1 | 1
- COc1cc(Cl)c(C)cc1NC(=O)COc1ccc(C)nc1[N+](=O)[O-]
    -0.9 | 0 | -3 | 10 | 7 | -1 | 5 | 1 | -7
- CC(C)(C)OC(=O)NCCc1nnc(SCC(=O)c2ccc(Cl)cc2)o1
    -2.1 | 13 | -17 | 2 | 11 | -9 | -8 | 4 | 0
- COc1ccccc1N1CCN(C(=O)C(=O)c2c(C)[nH]c3ccccc23)CC1
    1.2 | 11 | -5 | 5 | -16 | -8 | 3 | 4 | 4
- CCc1ccc(NC(=O)COc2cccc(-n3cnnn3)c2)cc1
    -1.1 | 2 | 1 | 10 | 5 | -1 | 17 | -5 | 0
- Nc1nnc(CCOc2ccc(Cl)cc2)s1
    -1.8 | 1 | 6 | 2 | 0 | 3 | 6 | 3 | -12
- COc1ccc(NC(=S)NCCNC(C)=O)cc1
    -1.1 | 1 | 1 | 3 | -9 | 0 | 10 | 1 | -2
- O=C(c1cc(Cl)cc(Cl)c1)N1CCOCC1
    -0.1 | 0 | 0 | -4 | 12 | -3 | 7 | -2 | 6
- CCc1ccc(-n2c(=O)c3c(C)c(C(=O)N(C)C)sc3n(CC(=O)NCc3ccco3)c2=O)cc1
    -1.6 | 1 | 1 | 6 | -8 | 2 | 2 | -4 | 19
- Nc1cccc(-n2cccc2)c1
    0.0 | 0 | 10 | -10 | 9 | -2 | 7 | -3 | 4
- OCCC1CN(Cc2cccc(-c3ccco3)c2)CCN1Cc1ccsc1 (stereo not drawn)
    3.2 | 3 | -3 | 7 | -19 | -7 | -3 | -5 | -1
- COc1ccc(Cc2[nH]n3c(=O)cc(C)nc3c2-c2ccccc2)cc1
    -0.5 | 1 | 3 | 1 | -40 | 2 | -21 | -4 | 1
- CCC(=O)N1c2ccc(S(=O)(=O)N3CCN(CC)CC3)cc2CC1C (stereo not drawn)
    -0.2 | 1 | 3 | 5 | -5 | -1 | 8 | -1 | -2
- Cc1coc(NC(=O)CSc2nc(-c3ccncc3)cc(C(F)(F)F)c2C#N)n1
    14 | 1 | -5 | 0 | -32 | 0 | 7 | -2 | 7
- CC1CCCCC12NC(=O)N(CC(=O)OCC(=O)Nc1ccc(F)cc1[N+](=O)[O-])C2=O (stereo not drawn)
    -3.8 | 16 | -33 | 12 | -18 | -6 | -17 | 7 | 14
- CN(Cc1ccccc1)c1ccc(C(CC(N)=O)NC(=O)Cc2ccc(Br)cc2)cc1[N+](=O)[O-] (stereo not drawn)
    -0.1 | 3 | 2 | -7 | 49 | 7 | 6 | 4 | 5

Record cards, from the list above. Order of screens: CRFBP-R2 agonist | CHRM4 agonist | CHRM5 PAM | CHRM5 antagonist | CRFBP-R2 block | CHRM4 PAM | CHRM1 PAM | M5 ag | CHRM4 antagonist
`CC(C)(C)OC(=O)NCCc1nnc(SCC(=O)c2ccc(Cl)cc2)o1` in the list: -2.1 | 13 | -17 | 2 | 11 | -9 | -8 | 4 | 0
`COc1ccc(Cc2[nH]n3c(=O)cc(C)nc3c2-c2ccccc2)cc1` in the list: -0.5 | 1 | 3 | 1 | -40 | 2 | -21 | -4 | 1

Outcome played no part in choosing rows. About 2.6% of those tested had a hit in this group.
